High-throughput results deposited in PubChem by several laboratories.
NTR1 agonist: agonists of NTR1, primary screen, imaging, U2OS cells, beta-arrestin-GFP, high content (AID 493036); 330,000 tested, 0.17% active; NTR1-U2OS beta-arrestin-GFP spot imaging, agonist mode; activation, % at 20 µM;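 active = activation at or above 40% of the spot to cytoplasm intensity ratio, with at least 20 cells analyzed; inconclusive = wells under 20 cells, flagged as cytotoxic or low count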;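 note: 0% = DMSO without peptide and 100% = 100 nM NTR1 peptide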
Target sequence (P30989 whole entry, looked up): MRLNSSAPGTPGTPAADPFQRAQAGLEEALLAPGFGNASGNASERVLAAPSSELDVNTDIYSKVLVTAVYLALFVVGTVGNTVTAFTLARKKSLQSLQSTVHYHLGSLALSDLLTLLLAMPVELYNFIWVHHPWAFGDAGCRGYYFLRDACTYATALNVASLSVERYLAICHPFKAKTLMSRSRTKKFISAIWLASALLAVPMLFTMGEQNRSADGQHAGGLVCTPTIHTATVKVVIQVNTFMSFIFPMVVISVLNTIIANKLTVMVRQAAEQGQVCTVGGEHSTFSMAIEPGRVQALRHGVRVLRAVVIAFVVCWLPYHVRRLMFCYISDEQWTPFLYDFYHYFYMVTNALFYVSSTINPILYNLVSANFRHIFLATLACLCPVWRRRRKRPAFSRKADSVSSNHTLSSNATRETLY
RSV antiviral HEp-2: inhibition of RSV-induced cytopathic effect – HEp-2 cells, primary 10 µM value included (AID 2391); one-dose CPE inhibition, % at 10 µM; IC50 in µM for titrated hits; HEp-2 cells, RSV-induced CPE inhibition; higher % means a stronger effect; 310,000 tested, 0.13% active; in the data active = a potency from the dose series; inconclusive = CPE inhibition mostly from about 23% at the one dose, without a potency; inactive = the rest, 99 in 100 with CPE inhibition below about 21%; note: strong numbers were not always called active
NS5 inhibitors: Dengue-2 NS5 methyltransferase inhibitors, primary screen, biochemical, confirmation dose response (AID 588689) | Dengue-2 NS5 methyltransferase capping enzyme assay, biochemical; higher % means a stronger effect | 340,000 tested, 0.3% active | inhibition, % at 25 µM, or IC50 in µM where a hit was titrated; in the data active = a potency from the dose series; inconclusive = inhibition above about 29% without an active follow-up result
Autophagy HCS: alters autophagy in cells; AID 463193; MEF GFP-LC3 puncta imaging; test concentration mostly 10 µM; calls only at 10 µM (by protocol); 190,000 tested, 0.98% active;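 active = percentage of spot-positive cells more than 3 SD above its plate mean, without a fluorescence outlier flag or 80% toxicity; inconclusive = no clear call, values can overlap the other calls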;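 note: spot-positive cell cutoff set from DMSO-treated cells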
K1F lysis inhibition: inhibition of K1F phage lysis, E. coli UTI89, bacterial capsule biogenesis inhibitors, alamar blue (AID 488966) | E. coli UTI89 K1F phage lysis, alamar blue, 2 h; higher % means a stronger effect | one-dose inhibition, % at 100 µM; IC50 in µM for titrated hits | 340,000 tested, 0.02% active;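 active = phage lysis inhibition, versus mean bacterial control, above a set limit; inconclusive = no clear call, values can overlap the other calls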;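 note: capsule biogenesis inhibitors block K1F phage lysis so surviving cells raise fluorescence; higher fluorescence means more inhibition of phage lysis; actives were called in the ten point dose series up to 300 µM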
Autophagy HCS cell loss 18 h: recorded beside Autophagy HCS, whose call it bears; toxicity, %; measured here: cell loss, nuclei count;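 cell loss after 18 h compound exposure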
NTR1 agonist cell count 20 µM: recorded beside NTR1 agonist, whose call it bears; cell count; measured here: cell count, cytotoxicity flag
NS5 inhibitors pilot replicate: second read-out of NS5 inhibitors, no call of its own (marks repeat the call); inhibition, %; measured here: pilot screen replicate inhibition
Active calls of the source: *; i = inactive; ? = inconclusive; / = no result given; [ ] = remark or other dose. Some of the compounds tested. The share of hits here may be higher or lower than overall.

SMILES | NTR1 agonist | RSV antiviral HEp-2 | NS5 inhibitors | Autophagy HCS | K1F lysis inhibition | others
Cc1nc(SCC(=O)c2cc(C)n(C3CC3)c2C)c2ccccc2n1 | / | / | 4% | / | /
C[C@H](CO)N1C[C@H](C)[C@@H](CN(C)Cc2ccncc2)Oc2ncc(Br)cc2C1=O | / | / | -4% | / | /
c1ccc2c(c1)Sc1cnccc1N2CC1CO1 (stereo not given) | / | / | -3% | / | /
CCN(CC)C(=O)C1=C(C)N(Cc2ccc(C(C)(C)C)cc2)C(=O)C(CC(=O)NC2CC2)C1 (stereo not given) | / | / | 2% | / | /
Cc1cn([C@H]2C[C@H](O)[C@@H](CNC(=O)c3ccccn3)O2)c(=O)[nH]c1=O | / | / | 0% | / | /
CCN(CC)C(=O)C1=C(C)N(CCCN2CCCC2=O)C(=O)C(CC(=O)NC(c2ccccc2)c2ccccc2)C1 (stereo not given) | / | / | -6% | / | /
CCCCN1C(=O)C(CC(=O)NCC2CCCCC2)CC(C(=O)N2CCOCC2)=C1C (stereo not given) | / | / | -7% | / | /
COc1ccc(S(=O)(=O)N2CCC(C(=O)NCCC(=O)NCc3ccccn3)CC2)cc1 | / | / | 1% | / | /
CCc1nnc(NC(=O)c2ccco2)s1 | / | / | 6% | / | /
COc1ccc(S(=O)(=O)N2CCC(C(=O)N[C@@H](C)C(=O)N3CCCC3)CC2)cc1 | / | / | -5% | / | /

The closing 2 entries of the part before are carried over, then new ones follow.
SMILES | NTR1 agonist | RSV antiviral HEp-2 | NS5 inhibitors | Autophagy HCS | K1F lysis inhibition | others
CCc1nnc(NC(=O)c2ccco2)s1 | / | / | 6% | / | /
COc1ccc(S(=O)(=O)N2CCC(C(=O)N[C@@H](C)C(=O)N3CCCC3)CC2)cc1 | / | / | -5% | / | /
Cc1ccc(Cc2c(-c3ccccc3)nc3cc(C)ccn23)cc1 | / | / | -5% | / | /
C[C@H]1CN([C@@H](C)CO)S(=O)(=O)c2ccc(C#Cc3ccccn3)cc2O[C@H]1CN(C)Cc1ccc(F)cc1 | / | / | 2% | / | /
Cc1cc(C)c(NS(=O)(=O)c2ccccc2)c(C)n1 | / | / | 1% | / | /
C[C@@H]1CN([C@H](C)CO)C(=O)CCCn2cc(nn2)CO[C@H]1CN(C)S(=O)(=O)c1ccc(Oc2ccccc2)nc1 | / | / | 5% | / | /
Cc1ccc(-c2ccc(CN3C(C)C(=O)N(Cc4cn(Cc5ccco5)nn4)CCS3(=O)=O)cc2)cc1 (stereo not given) | / | / | -8% | / | /
NC(CSC(c1ccccc1)(c1ccccc1)c1ccc(-c2ccccc2)cc1)C(=O)O (stereo not given) | / | / | 4% | / | /
COC(=O)c1ccc(COC(=O)C2CCN(S(=O)(=O)c3c(C)cc(C)cc3C)CC2)o1 | / | / | -1% | / | /
COc1ccccc1N1CCN(CCN2C(=O)CC(=C3c4ccccc4-c4ccccc43)C2=O)CC1 | -0.4 | 4.1% | / | i | / | Autophagy HCS cell loss 18 h=-2;NTR1 agonist cell count 20 µM=61
COC(=O)c1sc(NC(=O)c2cnccn2)c(C(=O)OC)c1C | 2.8 | 1.9% | / | i | / | Autophagy HCS cell loss 18 h=-4;NTR1 agonist cell count 20 µM=95
Cc1ccsc1C(=O)Nc1cc(Cl)ccc1-n1cncn1 | / | / | -1% | / | 0.2%[50 µM]

By substructure: the compounds so far containing a thiophene ring, fused or not.
SMILES | NTR1 agonist | RSV antiviral HEp-2 | NS5 inhibitors | Autophagy HCS | K1F lysis inhibition | others
COC(=O)c1sc(NC(=O)c2cnccn2)c(C(=O)OC)c1C | 2.8 | 1.9% | / | i | / | Autophagy HCS cell loss 18 h=-4;NTR1 agonist cell count 20 µM=95
Cc1ccsc1C(=O)Nc1cc(Cl)ccc1-n1cncn1 | / | / | -1% | / | 0.2%[50 µM]

(more compounds)
SMILES | NTR1 agonist | RSV antiviral HEp-2 | NS5 inhibitors | Autophagy HCS | K1F lysis inhibition | others
CC1(c2ccccc2)CCC(=O)NC1 (stereo not given) | / | / | 10% | / | i
Cc1ccc(S(=O)(=O)N2CCN(C(=O)[C@H](Cc3ccccc3)NC(=O)c3ccco3)CC2)cc1 | / | / | -3% | / | 0.0%[50 µM]
CC(=O)OC1COC(OC(C)=O)CO1 (stereo not given) | / | / | 1% | / | -1.9%
Cc1ccc(NS(=O)(=O)c2cccc(C(=O)NC3CCN(Cc4ccccc4)CC3)c2)cc1 | / | / | -5% | / | 0.9%[50 µM]
CC(C)Cn1cnc2c(SCc3ccccc3)nc(N)nc21 | / | / | 1% | / | 0.7%
O=C(Nc1ccc(F)cc1)c1ccccc1NC(=O)C1CCCCC1C(=O)O (stereo not given) | / | / | -4% | / | 0.2%
O=C(CCCCC(=O)Sc1ccccc1)Sc1ccccc1 | / | / | 21% | / | -0.3%
COc1cc(C(=O)N2CCN(S(=O)(=O)c3ccc(C)cc3)CC2)ccc1OCC(=O)N1CCOCC1 | / | / | -1% | / | 0.1%[50 µM]
COc1ccc2c(c1OC)OCC2C (stereo not given) | / | / | -5% | / | -2.4%
O=C1CCCCC1CCc1ccncc1 (stereo not given) | / | / | -9% | / | 2.7%
COc1ccccc1C(O)(c1ccccc1)c1ccccc1OC | / | / | -2% | / | -1.8%
O=c1cc(CSc2nc(NCc3ccc(Cl)cc3)c3ccccc3n2)nc2ccc(Cl)cn12 | / | / | -7% | / | -0.1%
O=CNc1ccc2c3c(cccc13)-c1ccccc1-2 | / | / | 21% | / | 1.5%
COc1cc(OC)c(C(=O)NNC(=O)c2ccc(NS(=O)(=O)c3cccs3)cc2)cc1OC | / | / | -6% | / | 0.8%[50 µM]
CC12C=CC(=O)C=C1CCC1C2C(O)CC2(C)C1CCC2(O)C(=O)CO (stereo not given) | / | / | 2% | / | 2.0%
CCOc1cc(N2CCOCC2)c(OCC)cc1NC(=O)CN1C(=O)NC(C)(c2ccc(OC)cc2)C1=O (stereo not given) | / | / | -5% | / | 0.0%[50 µM]
O=C(Nc1c(Br)cc2c(c1Br)Cc1ccccc1-2)C(Cl)Cl | / | / | 2% | / | -2.3%
N=c1nc2n(cc1F)C1OC(CO)C(O)C1O2 (stereo not given) | / | / | 5% | / | -2.3%
CN(C(=O)c1cccc(NC(=O)Cc2ccc(NC(=O)C3CCCN(C(=O)C4CCCC4)C3)cc2)c1)C1CC1 (stereo not given) | / | / | -7% | / | 0.2% | NS5 inhibitors pilot replicate=2.1
C[C@H]1CN[C@H](CCO)/C1=C\c1ccccc1 | / | / | 1% | / | 0.2% | NS5 inhibitors pilot replicate=-1.2
O=S(=O)(Oc1ccccc1-c1ccccc1)c1ccccc1 | / | / | -3% | / | -0.5%
COc1ccccc1C(=O)c1ccccc1C(=O)c1ccccc1 | / | / | 6% | / | -3.0%
Cc1c(C=NNc2ccccc2)[nH]c(=O)[nH]c1=O | / | / | -1% | / | 2.1%
CC(C)(C)OC(=O)N(CCc1ccccc1)Cc1ccccc1OCc1cccc(NC(=O)C2CC2)c1 | / | / | -7% | / | 0.1%
CC(=O)Oc1ccc(Cl)cc1CN(C(C)=O)C1CCCCC1 | / | / | 5% | / | -0.5%
Cc1noc(C)c1COc1ccccc1C(=O)NCCc1ccc(F)cc1 | / | / | -4% | / | 0.1%[50 µM]
Cc1cc(=O)oc2c(CN3CCCCC3)c(O)ccc12 | / | / | 12% | / | -3.4%
O=C(Nc1ccc(C(=O)N2CCOCC2)cc1)C1CCC1 | / | / | 3% | / | 0.3%
C[C@@H]1CN(S(=O)C(C)(C)C)[C@@H](CCO)/C1=C\CCO (stereo not given in full) | / | / | -4% | / | 0.8% | NS5 inhibitors pilot replicate=3.0
CC1CCCCCCC1OC(=O)c1ccccc1C(=O)O (stereo not given) | / | / | -3% | / | -0.1%
C1=NN(c2ccccc2)C=NN1c1ccccc1 | / | / | -1% | / | -1.6%
CCOc1ccc(N2C(=O)C(C)CNC2=S)cc1 (stereo not given) | / | / | -2% | / | 0.8%
CSCCC(NS(=O)(=O)c1ccc(Cl)cc1)C(=O)N1CCN(c2ccccc2)CC1 (stereo not given) | / | / | 1% | / | 0.0%[50 µM]
O=C1NC(=S)SC1=Cc1cc(Br)ccc1O | / | / | 3% | / | -3.1%
O=C(Cc1cccc(NC(=O)C2CCN(C(=O)C3CCCC3)CC2)c1)Nc1cccc(C(=O)N2CCCCC2)c1 | / | / | -1% | / | 0.0% | NS5 inhibitors pilot replicate=0.9
O=S(=O)(O)c1cc(O)c2cc(Nc3ccccc3)ccc2c1 | / | / | 19µM* | / | -1.0%
C=C(C1=CCN(S(=O)C(C)(C)C)[C@@H]1CCO)c1ccccc1 (stereo not given in full) | / | / | 0% | / | 0.1% | NS5 inhibitors pilot replicate=-2.4
CCCc1nc(SCC(=O)c2ccc3c(c2)NC(=O)CO3)[nH]c(=O)c1CC | / | / | -7% | / | 4.2%
COC[C@@H]1NS(=O)(=O)c2ccc(Br)cc2O[C@H]1c1ccccc1 | / | / | -1% | / | 0.0%
CC(C)c1cc(NCCN2CCOCC2)n2c(nc3ccccc32)c1C#N | / | / | -5% | / | 0.3%

3 structures from above, arranged by molar mass, low to high:
SMILES | NTR1 agonist | RSV antiviral HEp-2 | NS5 inhibitors | Autophagy HCS | K1F lysis inhibition | others
O=S(=O)(O)c1cc(O)c2cc(Nc3ccccc3)ccc2c1 | / | / | 19µM* | / | -1.0%
CC(C)c1cc(NCCN2CCOCC2)n2c(nc3ccccc32)c1C#N | / | / | -5% | / | 0.3%
O=C(Cc1cccc(NC(=O)C2CCN(C(=O)C3CCCC3)CC2)c1)Nc1cccc(C(=O)N2CCCCC2)c1 | / | / | -1% | / | 0.0% | NS5 inhibitors pilot replicate=0.9

Next results follow.
SMILES | NTR1 agonist | RSV antiviral HEp-2 | NS5 inhibitors | Autophagy HCS | K1F lysis inhibition | others
COc1cc(C2c3cc4c(cc3C(O)C3COC(=O)C23)OCO4)cc(OC)c1OC (stereo not given) | / | / | -5% | / | 5.4%
O=[N+]([O-])c1cccc2cnccc12 | / | / | 2% | / | 1.5%
COc1ccc(Cl)cc1NC(=O)CN(C)C(=O)CN1C(=O)NC(C)(c2ccc3ccccc3c2)C1=O (stereo not given) | / | / | -8% | / | -0.3%
O=C1C(=O)c2ccccc2C(O)=C1CC=C(Cl)Cl | / | / | 22% | / | -1.5%
O=C1c2ccccc2C(=O)c2cc(N3CCCCC3)ccc21 | / | / | ? | / | -2.5%
O=C(O)CC1Cc2ccccc2C1C(=O)O (stereo not given) | / | / | 2% | / | -0.3%
CC(Cc1ccccc1)=NNc1ccc([N+](=O)[O-])cc1[N+](=O)[O-] | / | / | 10% | / | -0.7%
O=C(O)C1CCN(Cc2oc(CO)cc(=O)c2O)C1 (stereo not given) | / | / | 13% | / | -0.1%
CCOC(=O)C(Cc1ccnc2ccccc12)=NO | / | / | 5% | / | 1.2%
c1ccc2c(c1)-c1ccccc1C2N1CCOCC1 | / | / | -5% | / | 2.5%
COc1ccc(C(CNC(=O)c2cc(S(=O)(=O)N3CCCCC3)ccc2C)N2CCCC2)cc1 (stereo not given) | / | / | -12% | / | -0.1%[50 µM]
CN1C[C@@H]2[C@@H]3C(=O)N(Cc4ccccc4)C(=O)[C@@H]3[C@](C)(C1=O)N2C(=O)c1ccc(Br)cc1 | / | / | -3% | / | 2.6%
N#CC1(Nc2ccc(C(=O)O)cc2)CCCC1 | / | / | 4% | / | -5.1%
Cc1ccc(S(=O)(=O)NN=Cc2cc(Cl)ccc2O)cc1 | / | / | 5% | / | -2.7%
CN1CC[C@@H]2C(=O)N3CCc4ccc(-c5ccc6c(c5)OCO6)cc4[C@@H]3C[C@@H]21 | / | / | 4% | / | 0.7%
Cc1ccc2c(c1)N(CC(=O)Nc1ccccc1F)C(=O)C(C)O2 (stereo not given) | / | / | -5% | / | -1.6%
